# Source: PubChem BioAssay
# CYP2C9 activ = CYP2C9 (human) activation; P11712; recombinant CYP2C9, luciferin-H conversion, luminescence; hits give high values; factor 1 = untreated enzyme, 0 = blocked; activation factor at 5 µM; actives 1.4% (n = 96,000); AID 1024;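 active = activation factor of 2 or more for CYP2C9 at a 5 µM dose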;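 note: 0 = sulfaphenazole-blocked wells and 1 = vehicle-only wells; values of inactives mirror those of a sister screen read the other way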
# Target sequence (P11712 whole entry, looked up): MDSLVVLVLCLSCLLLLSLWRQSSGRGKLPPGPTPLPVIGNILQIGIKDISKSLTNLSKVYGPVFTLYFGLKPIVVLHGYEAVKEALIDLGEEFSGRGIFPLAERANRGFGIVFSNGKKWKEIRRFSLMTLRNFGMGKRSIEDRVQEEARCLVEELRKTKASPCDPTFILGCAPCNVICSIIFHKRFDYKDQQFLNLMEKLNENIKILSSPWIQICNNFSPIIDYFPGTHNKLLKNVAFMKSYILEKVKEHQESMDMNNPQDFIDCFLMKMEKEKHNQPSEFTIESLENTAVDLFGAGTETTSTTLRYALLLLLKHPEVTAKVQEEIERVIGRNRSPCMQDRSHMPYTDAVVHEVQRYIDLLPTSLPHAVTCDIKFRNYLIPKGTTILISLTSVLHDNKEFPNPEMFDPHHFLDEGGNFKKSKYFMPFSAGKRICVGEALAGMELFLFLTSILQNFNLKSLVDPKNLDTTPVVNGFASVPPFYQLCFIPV
# CYP2C19 act = increases human CYP2C19 enzyme activity | recombinant CYP2C19, luciferin-H EGE luminescence; hits give high values; 0 = fully inhibited enzyme, 1 = untreated enzyme | activation factor at 5 µM | 96,000 tested, under 10 active;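 active = activation factor of at least 2 at 5 µM in the primary screen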;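 note: 0 = wells with 2.5 mM tranylcypromine and 1 = vehicle-only wells; values of inactives mirror those of a sister screen read the other way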
# Target sequence (P33261 whole entry, looked up): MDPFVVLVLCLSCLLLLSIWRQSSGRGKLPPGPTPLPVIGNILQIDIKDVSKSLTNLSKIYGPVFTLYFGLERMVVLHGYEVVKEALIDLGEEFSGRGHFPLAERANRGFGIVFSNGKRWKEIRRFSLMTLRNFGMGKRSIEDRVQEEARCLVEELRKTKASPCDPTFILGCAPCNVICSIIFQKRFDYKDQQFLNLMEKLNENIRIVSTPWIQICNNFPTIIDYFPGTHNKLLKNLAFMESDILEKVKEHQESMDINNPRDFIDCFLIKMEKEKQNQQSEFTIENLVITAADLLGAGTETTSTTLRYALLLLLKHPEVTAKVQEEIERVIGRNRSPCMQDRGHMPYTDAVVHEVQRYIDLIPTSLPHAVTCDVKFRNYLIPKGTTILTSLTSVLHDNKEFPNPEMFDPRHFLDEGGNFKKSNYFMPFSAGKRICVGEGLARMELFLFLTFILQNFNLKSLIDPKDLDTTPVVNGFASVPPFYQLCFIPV
# CYP2C9 inhib = inhibitors of human CYP2C9; P11712; CYP2C9 Supersomes, luciferin-H conversion, luminescence; inhibition, % at 5 µM; actives 20% (n = 96,000); AID 777;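 active = blocking of liver enzyme CYP2C9 beyond about 50% at 5 µM, limit read from the data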; note: values of inactives mirror those of a sister screen read the other way
# CYP2C19 inhib = blocks human cytochrome P450 2C19; actives 21% (n = 96,000); inhibition, % at 5 µM; AID 778; CYP2C19 Supersomes, luciferin-H EGE luminescence, 30 min; P33261;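 active = CYP2C19 inhibition above a set limit at 5 µM in the primary screen, cut at about 50% in these data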;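 note: plate controls were negative control wells for no effect and 2.5 mM tranylcypromine positive control for full effect; values of inactives mirror those of a sister screen read the other way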
# Calb biofilm kill = kills Candida albicans biofilms | C. albicans biofilm + clotrimazole, Alamar Blue | inhibition, % at 6 µM | actives 0.14% (n = 85,000) | AID 834;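 active = inhibition above 20%; inactive = inhibition below 20%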;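 note: preformed 24 hr biofilms exposed to compound for 48 hr; 0% = biofilm without compound and 100% = blank killed by clotrimazole plus chlorhexidine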
# IL1B cytotox = toxic to HUVEC cells under IL-1B stimulation; AID 845; cell count reduction, % at 2 µM; HUVEC cell count loss, Hoechst imaging, IL-1B stimulated; actives 0.41% (n = 94,000);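 active = cell count reduction more than 3 SD above the screen-wide mean, cut at about 70% in these data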;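 note: normalized per plate to untreated control cells as the no-loss baseline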
# VCAM1 TNFa inh = reduces TNF alpha induced VCAM1 expression in HUVEC. HUVEC TNFa-induced VCAM-1 immunofluorescence, high-content imaging. inhibition, % at 2 µM. actives 0.48% (n = 95,000);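 active = inhibition above the batch mean plus 3 SD, with images confirmed as a hit by eye, cut at about 37% in these data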;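 note: 0% = TNF-stimulated DMSO wells and 100% = unstimulated control wells; not every result past the cut was called active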
# HUVEC tox TNFa = toxic to HUVEC cells under TNF alpha stimulation; AID 848; actives 0.17% (n = 93,000); HUVEC TNFalpha-stimulated, Hoechst cell count, imaging; cell count reduction, % at 2 µM;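 active = cell count reduction exceeding the screen mean by over 5 SD, scaled to untreated wells per plate, cut at about 78% in these data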;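 note: cells counted after 24 h of TNF alpha exposure following the 1 h pretreatment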
# DAT uptake mod = human DAT dopamine uptake with cocaine, either direction. actives 1.3% (n = 110,000). AID 449768. Q01959. B-score at 10 µM. LLC-PK1 hDAT cells, [14C]-dopamine uptake with cocaine IC80; actives deviate in either direction;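 active = Z score or B-score, a plate-position-corrected score, falls beyond the plate's 99.7% confidence bounds, in either direction; inactive = both scores lie inside the 99.7% bounds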;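 note: scored against the spread of the other compound wells on the same plate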
# Numbers without * were called inactive; x = no result given.
SMILES,CYP2C9 activ,CYP2C19 act,CYP2C9 inhib,CYP2C19 inhib,Calb biofilm kill,IL1B cytotox,VCAM1 TNFa inh,HUVEC tox TNFa,DAT uptake mod
Nc1cc(N)c(OCC(F)(F)F)cc1OCC(F)(F)F,0.5,0.3,55*,74*,4,-8,-12,-27,0.64
COc1ccc(F)cc1S(=O)(=O)NC(Cc1ccccc1)C(N)=O (stereo unspecified),1.1,0.7,-6,26,-1,-19,-7,-26,-2
O=C(c1ccc(C23CC4CC(CC(C4)C2)C3)o1)N1CCOCC1,1.1,1,-6,5,3,-18,12,-15,-0.096
CCOC(=O)c1c(NS(=O)(=O)Cc2ccccc2)sc2c1CCCC2,0,0,95*,99*,3,1,14,-10,-0.5
COc1ccc(N2C(=O)CCC(C(=O)NCc3ccccn3)C2c2ccc(OC)c(OC)c2)cc1 (stereo unspecified),1.1,1.1,-14,-14,4,x,x,x,-0.097
CCOC(=O)c1c(N)c(C#N)c2n1CCCC2,1,1,-4,1,6,-25,2,-15,-0.97
COC(=O)c1sccc1NC(=O)CSc1ccccc1NS(=O)(=O)c1ccc(Br)cc1,0.2,0.8,80*,19,x,x,x,x,0.76
CCOC(=O)c1cnn(-c2ccc(C)cc2)c1N,1,0.8,3,19,x,0,9,-12,-0.075
Cc1ccc(CN(C(=O)Cn2nnc3ccccc32)C(C(=O)NCc2ccco2)c2cccs2)cc1 (stereo unspecified),0.6,0.3,40,73*,6,0,1,0,-0.39
CCNc1nnc(-c2ccncc2)s1,0.8,0.3,23,71*,4,-14,2,-9,0.0082
CC(=O)Nc1ccc(NS(=O)(=O)c2ccc3ccccc3c2)cc1,0.3,0,75*,99*,4,-35,21,-34,-0.76
CN(CC(=O)N1CCc2ccccc21)S(=O)(=O)c1cccc2cccnc12,1.1,0.8,-12,18,5,-12,3,-8,0.58
CC(=O)Nc1ccc(Oc2nc(C)cc(C)n2)cc1,1,0.9,3,8,11,18,1,-7,-0.26
COc1ccc(S(=O)(=O)NCC(c2cccnc2)N2CCN(c3ccccc3)CC2)cc1C (stereo unspecified),0.1,0.3,86*,73*,0,-9,-4,-22,x
O=C(NCc1ccco1)c1ccc(Cn2c(=O)c3sccc3n(Cc3cccc(F)c3)c2=O)cc1,0.1,0.1,85*,87*,7,-10,7,-14,-0.48
CC(C)CCN1C(=O)c2ccc(C(=O)NCC3CCCO3)cc2C1=O (stereo unspecified),0.2,0.2,81*,79*,1,9,1,-21,1.1
CCCc1cc(=O)[nH]c(SCC(=O)OCc2ccccc2)n1,0.6,0.4,38,55*,5,-40,3,-23,1
CC1CCN(c2ncnc3nc[nH]c23)CC1,0.9,1,6,-2,2,-9,13,-28,-0.15
COc1ccccc1OCC(=O)Nc1nc(-c2ccc(S(=O)(=O)N3CCOCC3)cc2)cs1,x,x,x,x,10,42,-18,-20,0.057
O=C(CSc1nnc2scc(-c3ccccc3)n12)Nc1ccc2c(c1)OCCO2,0.5,0.6,53*,35,10,-30,8,-10,0.44
Cc1ccnc(N2CCCC(C(=O)NCc3cccs3)C2)n1 (stereo unspecified),x,x,x,x,2,-10,1,9,0.33
COc1ccccc1N1CCN(C(=O)CSc2nc3ncnc(N)c3[nH]2)CC1,0.9,1.1,7,-7,0,-20,17,-36,-0.56
Cc1ccc(C)n1CCN1CCN(C(=O)CSc2nc3ccccc3nc2N2CCOCC2)CC1,0.5,0.7,50,31,10,-9,-15,18,0.54
CCCCNC(=O)COC(=O)CCC(=O)c1ccc(F)cc1,0.6,0.5,40,49,x,1,-18,-4,-0.024
COc1cc(C)c(-c2cc(C(=O)O)c(C)o2)cc1C(C)C,0.8,0.9,18,6,1,-15,-10,-3,1.5
CC(=O)Nc1cc(C(=O)OCC(=O)c2ccc(Cl)cc2Cl)ccc1C,2*,0.7,-102,34,x,x,18,4,-1.4
CCOc1ccc(N2C(=O)CC(NCc3ccc(F)cc3)C2=O)cc1 (stereo unspecified),0.9,0.8,15,16,1,-22,-7,1,-0.4
CC1CCCC(C)N1C(=O)CSc1nnc(C2CCCCC2)o1 (stereo unspecified),0.9,0.4,12,59*,0,x,x,x,1.7
Cc1ccc(NCc2nnc(SC(C)C(=O)N/N=C/c3ccc(C)o3)n2-c2ccccc2)cc1 (stereo unspecified),0.9,0.7,9,29,x,-8,-2,-11,-0.0093
CC1CCN(S(=O)(=O)c2cn(CC(=O)N3CCN(C)CC3)c(=O)c3ccccc23)CC1,0.7,0.9,31,15,10,6,6,-4,-1.6
O=C(NC1CCCCC1)C(c1ccccc1)N1CCc2ccccc21 (stereo unspecified),0.6,0.8,42,20,9,-54,6,4,x
Nc1nc(SCc2ccccc2Cl)nc2nc3c(cc12)CCCC3,0.6,0.9,43,14,x,4,-5,2,-0.044
NS(=O)(=O)c1ccc(-c2ccc(C=NC3CCS(=O)(=O)C3)o2)cc1 (stereo unspecified),1,1,2,-4,12,-12,21,-47,0.069
CCCN1CCN(CCCNC(=O)Cn2nc(-c3ccc(Cl)cc3)ccc2=O)CC1,1,1,-1,-1,4,-8,x,x,x
CC1CN(S(=O)(=O)c2cccc(C(=O)OCC(=O)c3cccs3)c2)CC(C)O1 (stereo unspecified),0.8,0.7,25,28,8,-17,1,-33,1.1
COc1ccc(CN2CCN(C(=O)CC(C)C)CC2)c2ccccc12,0.9,0.5,10,52*,1,5,x,x,-0.027
CCOC(=O)C(CC)n1cnc2c(cnn2-c2ccc(Cl)cc2)c1=O (stereo unspecified),0.5,1.1,48,-10,0,-13,13,15,-0.86
CCCCn1nc2cc(C(=O)NCc3ccccc3OC)ccc2c1OCC,0.4,0.5,56*,47,x,-5,-13,13,-0.37
COc1ccc(OC)c(N=c2ssnc2Cl)c1,0.1,0.4,94*,64*,x,4,1,8,-0.29
CC1=C(C#N)C(c2cccnc2)C2=C(CC(c3ccc(Cl)cc3)CC2=O)N1 (stereo unspecified),0.3,0.1,73*,92*,2,7,9,0,0.54

# Compound profiles, from the list above. Screens in order: CYP2C9 activ, CYP2C19 act, CYP2C9 inhib, CYP2C19 inhib, Calb biofilm kill, IL1B cytotox, VCAM1 TNFa inh, HUVEC tox TNFa, DAT uptake mod
# COc1ccccc1N1CCN(C(=O)CSc2nc3ncnc(N)c3[nH]2)CC1 is entered as 0.9, 1.1, 7, -7, 0, -20, 17, -36, -0.56
# COc1ccc(OC)c(N=c2ssnc2Cl)c1 is entered as 0.1, 0.4, 94*, 64*, x, 4, 1, 8, -0.29
# Cc1ccc(NCc2nnc(SC(C)C(=O)N/N=C/c3ccc(C)o3)n2-c2ccccc2)cc1 (stereo unspecified) is entered as 0.9, 0.7, 9, 29, x, -8, -2, -11, -0.0093
# COc1ccc(CN2CCN(C(=O)CC(C)C)CC2)c2ccccc12 is entered as 0.9, 0.5, 10, 52*, 1, 5, x, x, -0.027
# CC1CCN(S(=O)(=O)c2cn(CC(=O)N3CCN(C)CC3)c(=O)c3ccccc23)CC1 is entered as 0.7, 0.9, 31, 15, 10, 6, 6, -4, -1.6

# (continued)
SMILES,CYP2C9 activ,CYP2C19 act,CYP2C9 inhib,CYP2C19 inhib,Calb biofilm kill,IL1B cytotox,VCAM1 TNFa inh,HUVEC tox TNFa,DAT uptake mod
COc1ccc(-n2c(SCC(=O)c3c(N)n(C)c(=O)n(C)c3=O)nc3ccccc32)cc1,1.1,1.1,-11,-13,5,-20,-16,-7,-0.16
CCOc1ccc(C2C(C#N)=C(N)N(c3sc4c(c3C#N)CCCC4)C3=C2C(=O)CCC3)cc1 (stereo unspecified),1,1,0,-2,x,1,3,2,-0.088
CC(=O)c1cc2c(cc1NC(=O)CN1CCOCC1)OCO2,0.9,1,5,-2,1,-44,-2,-9,0.21
CCCSc1nnc(CSc2nc3ccccc3s2)n1-c1ccccc1,0.3,0.4,70*,55*,5,-12,11,9,0.63
COC(=O)c1sccc1Oc1ccc(F)cc1[N+](=O)[O-],0.9,0.6,12,35,5,-6,5,-18,-0.43
CC(C)OC(=O)c1cn(-c2ccccc2)nc1-c1ccco1,0.8,1,22,3,3,9,18,-5,0.09
C=CCn1c2ccccc2n2nc(C)c(=O)nc12,x,x,x,x,6,0,4,-20,0.075
CC1CCN(C(=O)CSc2nc3c(cnn3-c3ccccc3)c(=O)[nH]2)CC1,0.6,1,37,4,5,-9,2,-10,0.36
COc1cc(C(=O)NCCN2CCCC2)cc(OC)c1OC,x,x,x,x,6,-11,14,-9,-0.07
COc1cccc(C2CC(c3c(F)cccc3Cl)n3nc(N)nc3N2)c1 (stereo unspecified),x,x,x,x,x,-42,4,-7,0.39
O=C(Nc1ccon1)c1ccc(Cl)s1,1.1,1,-7,0,6,25,11,6,1.3
Cc1ccc(S(=O)(=O)Cn2nnnc2C(C(C)C)N2CCN(c3nc4ccccc4s3)CC2)cc1 (stereo unspecified),x,x,x,x,8,-7,50*,40,-0.79
Cc1cc(NC(=O)CSc2nnc(Cc3ccccc3)n2C)no1,x,x,x,x,10,-1,17,-20,-0.58
Cc1ccc(-n2c(O)c(C=NC3CCS(=O)(=O)C3)c3ccccc3c2=O)cc1 (stereo unspecified),0.9,0.9,8,6,7,-18,11,-17,1.5
O=C(c1cnn2c(C(F)(F)F)cc(-c3ccccc3)nc12)N1CCOCC1,0.8,0.9,21,8,7,x,x,x,0.32
Cc1[nH]c2ccccc2c1C(O)CN1CCN(c2cccc(C(F)(F)F)c2)CC1 (stereo unspecified),1.9,1,-91,1,7,-13,9,-28,0.33
O=c1nc2ccccc2c2n1CC(CN1CCN(Cc3ccccc3)CC1)N2 (stereo unspecified),0.9,1,6,0,x,-12,24,-16,-0.11
O=C(CCC(=O)N1CCN(S(=O)(=O)c2ccc(Cl)cc2)CC1)NC1CCCc2ccccc21 (stereo unspecified),0.7,0.5,28,47,3,-13,13,-15,1.4
CCCn1c(NCc2ccc(N(C)C)cc2)nc2ccccc21,0.8,0.1,24,92*,2,-8,-6,-27,-0.031
O=c1c(-c2ccc(Cl)cc2)[n+]([O-])c2ccccc2n1O,0.7,1.1,30,-14,x,-23,13,-3,0.84

# Seven entries already listed, ordered by the value under CYP2C19 act, ascending:
Molecule,CYP2C19 act
CC(=O)Nc1ccc(NS(=O)(=O)c2ccc3ccccc3c2)cc1,0
COc1ccc(S(=O)(=O)NCC(c2cccnc2)N2CCN(c3ccccc3)CC2)cc1C (stereo unspecified),0.3
COC(=O)c1sccc1Oc1ccc(F)cc1[N+](=O)[O-],0.6
Cc1ccc(NCc2nnc(SC(C)C(=O)N/N=C/c3ccc(C)o3)n2-c2ccccc2)cc1 (stereo unspecified),0.7
O=C(NC1CCCCC1)C(c1ccccc1)N1CCc2ccccc21 (stereo unspecified),0.8
Nc1nc(SCc2ccccc2Cl)nc2nc3c(cc12)CCCC3,0.9
O=C(c1ccc(C23CC4CC(CC(C4)C2)C3)o1)N1CCOCC1,1

# Following part.
SMILES,CYP2C9 activ,CYP2C19 act,CYP2C9 inhib,CYP2C19 inhib,Calb biofilm kill,IL1B cytotox,VCAM1 TNFa inh,HUVEC tox TNFa,DAT uptake mod
O=C(COc1ccccc1Cl)OCC(=O)N1CCN(S(=O)(=O)c2ccccc2)CC1,1.3,0.8,-26,18,-6,33,-5,12,0.007
Cc1ccc(S(=O)(=O)Oc2ccccc2/C=N/NC(=O)c2c(Cl)cnn2C)cc1,x,x,x,x,8,21,-3,3,1.6
Oc1ccccc1-c1cc(-c2ccc3c(c2)OCCO3)n[nH]1,0.7,0.8,27,21,2,x,x,x,x
CCOC(=O)c1c(C)n(C)c2ccc(OC)c(NS(=O)(=O)c3ccc(Cl)s3)c12,0.9,0.8,11,20,8,-38,10,-25,0.96
